High-throughput results: PubChem BioAssay, several laboratories
Rab7 wt modul – modulators of GTP binding to dog Rab7 wildtype GTPase | AID 758 | GTP binding activity (percent of control), % at 10 µM | GST-Rab7 beads, fluorescent GTP binding, flow cytometry; actives lie on both sides; untreated = 100%, excess cold GTP = 0% | hit rate 0.055% among 190,000;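 active = fluorescent GTP binding to Rab7 beads changed by at least 20 points from the 100% baseline, either direction, mostly lower; inconclusive = compound itself probably fluorescent, or too few beads counted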;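 note: median green fluorescence of bound Bodipy-FL-GTP per Rab7 bead population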
Mcl-1 Bim block – disrupts Bim peptide binding to human Mcl-1 | Bead-based flow cytometry, Bim peptide-Mcl-1 binding | inhibition, % at 10 µM | hit rate 0.1% among 190,000 | AID 1009; in the data active = inhibition above about 40%;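 note: 0% = no compound tracer wells and 100% = peptide blocker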
RGS8-Gao reg – modulates binding of RGS8 to human Galphao; multiplexed bead flow cytometry; actives lie on both sides; response (percent of control binding), % at 10 µM; hit rate 0.34% among 220,000; AID 1423; in the data active = response below about 60% or above about 140%; inactive = in between;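 note: Galphao activated as the GDP aluminium fluoride complex binding bead-coupled RGS8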
Target sequence (P09471 whole entry, looked up): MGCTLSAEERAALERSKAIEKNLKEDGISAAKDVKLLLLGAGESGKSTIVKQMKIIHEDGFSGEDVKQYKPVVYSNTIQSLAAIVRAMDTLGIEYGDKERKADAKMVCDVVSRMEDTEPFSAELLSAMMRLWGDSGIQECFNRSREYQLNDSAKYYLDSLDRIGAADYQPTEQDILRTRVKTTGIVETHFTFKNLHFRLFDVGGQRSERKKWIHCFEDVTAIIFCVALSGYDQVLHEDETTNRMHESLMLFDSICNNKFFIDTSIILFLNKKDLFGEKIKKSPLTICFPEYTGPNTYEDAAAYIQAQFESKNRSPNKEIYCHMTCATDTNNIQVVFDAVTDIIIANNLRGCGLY
Cdc42 wt GTP – changes GTP binding to wildtype human Cdc42. GST-Cdc42 beads, Bodipy-GTP binding, flow cytometry; actives lie on both sides. percent activity (GTP binding), % at 10 µM. hit rate 0.2% among 190,000;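 active = percent activity GTP binding at least 20 points away from the 100% baseline, either down as inhibitor or up as activator; inconclusive = compound flagged as likely green fluorescent from well-wide comparison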;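 note: median bead fluorescence of bound Bodipy-FL-GTP at 100 nM; 0% = excess unlabeled GTP control and 100% = no compound control; below 100% means less GTP binding so inhibitor and above means activator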
Target sequence (P60953 whole entry, looked up): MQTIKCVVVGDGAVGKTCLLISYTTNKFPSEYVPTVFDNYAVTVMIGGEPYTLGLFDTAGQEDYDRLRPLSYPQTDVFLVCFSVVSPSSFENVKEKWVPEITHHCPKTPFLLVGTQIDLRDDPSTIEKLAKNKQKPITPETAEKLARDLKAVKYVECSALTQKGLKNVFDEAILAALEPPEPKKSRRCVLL
Mcl1 Bid PPI – Mcl-1/Bid interaction inhibition; TR-FRET Mcl-1/Bid-Dy647 peptide binding, 1536-well; inhibition, % at 21.7 µM; hit rate 0.97% among 220,000; AID 1021;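 active = compounds that cut the binding signal by more than half at the single screening dose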;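 note: His-tagged Mcl-1 with europium anti-His antibody binding Bid BH3 peptide; 0% = Mcl-1 plus peptide wells and 100% = peptide-only wells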
Rab2 wt GTP – changes GTP binding to wildtype dog Rab2A, up or down; P61105; GST-Rab2 wt beads, Bodipy-GTP binding, flow cytometry; GTP binding activity, % at 10 µM; hit rate 0.19% among 190,000; AID 760;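 active = GTP binding activity at least 20 points away from 100%, either lowered or raised; inconclusive = signal likely due to the compound's own green fluorescence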;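 note: 0% = beads with excess unlabeled GTP and 100% = no-compound control corrected for plate trend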
Pf gamet viab – kills late stage P. falciparum gametocytes; P. falciparum stage V gametocytes, ATP luminescence, 24 h; inhibition, % at 10.9 µM; hit rate 0.065% among 150,000; AID 743093;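 active = inhibition above the mean plus 3 SD of compounds within the control limits, set per campaign, cut at about 38% in these data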;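 note: 0% = DMSO wells and 100% = medium only without gametocytes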
Mcl1 Noxa PPI – Mcl-1/Noxa interaction inhibition. Q07820. TR-FRET Mcl-1/Noxa peptide binding, 2 h. inhibition, % at 21.7 µM. hit rate 1.5% among 220,000;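 active = compounds that cut the protein-peptide binding signal by more than 50% relative to plate controls in a single-dose test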;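 note: His-tagged Mcl-1 with rhodamine Noxa BH3 peptide and terbium anti-His antibody; 0% = Mcl-1 plus Noxa peptide wells and 100% = peptide-only wells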
Rac1 act GTP bind – alters GTP binding to activated mutant human Rac1. GST-Rac1 activated beads, fluorescent GTP binding, flow cytometry; actives lie on both sides; 100% means binding = to untreated wells. percent activity (GTP binding), % at 10 µM. P63000. hit rate 0.11% among 190,000;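 active = GTP binding at least 20 percentage points away from the 100% baseline, in either direction, so actives lie on both sides; inconclusive = Compound likely fluorescent itself, or too few beads counted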
HRas wt GTP – modulators of GTP binding to human HRas wildtype | GST-Ras wt beads, Bodipy-FL-GTP binding, flow cytometry; actives lie on both sides | hit rate 0.14% among 190,000 | P01112 | GTP binding activity, % at 10 µM;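 active = GTP binding activity at least 20% away from the 100% baseline, either lowered as inhibitor or raised as activator; inconclusive = flagged as likely green fluorescent, judged across all proteins in the well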;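 note: 0% = unlabeled GTP competition control and 100% = no-compound control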
Target sequence (P01112 whole entry, looked up): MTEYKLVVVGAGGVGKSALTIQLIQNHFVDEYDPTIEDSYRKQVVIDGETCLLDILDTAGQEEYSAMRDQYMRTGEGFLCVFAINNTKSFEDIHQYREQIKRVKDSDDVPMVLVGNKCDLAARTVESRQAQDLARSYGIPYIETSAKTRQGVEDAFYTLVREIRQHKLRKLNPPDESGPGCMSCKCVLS
Rac1 wt modul – modulators of human Rac1 wildtype GTP binding | AID 757 | hit rate 0.27% among 190,000 | GST-Rac1 beads, fluorescent GTP binding, flow cytometry; actives lie on both sides; 0 = cold GTP competed, 100 = untreated | P63000 | GTP binding activity (% of control), % at 10 µM;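 active = GTP binding activity at least 20 points away from the 100% control level, either lower or higher; inconclusive = compound flagged as likely green fluorescent, judged across all proteins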
Active calls of the source: *; ? = inconclusive; . = no result given.

SMILES	Rab7 wt modul	Mcl-1 Bim block	RGS8-Gao reg	Cdc42 wt GTP	Mcl1 Bid PPI	Rab2 wt GTP	Pf gamet viab	Mcl1 Noxa PPI	Rac1 act GTP bind	HRas wt GTP	Rac1 wt modul
Cc1cc(C)n2nc(SCc3cc(=O)oc4ccc5ccccc5c34)nc2n1	100.0	-2.0	91.3	100.0	-11.0	101.0	8.0	36.4	100.0	99.0	98.0
CCOCCCn1c(=N)c(C(=O)NCc2ccc3c(c2)OCO3)cc2c(=O)n3ccccc3nc21	102.0	-8.0	139.5	99.0	-14.6	99.0	8.2	32.3	99.0	99.0	101.0
CCONC(=NC)c1nonc1N	100.0	-2.0	100.0	101.0	-27.1	98.0	.	19.7	100.0	99.0	104.0
O=C(NCc1cccnc1)c1ccc(CS(=O)(=O)c2ccc(Cl)cc2)o1	95.0	0.0	102.5	99.0	-23.4	97.0	.	19.1	97.0	97.0	97.0
Cc1ccc(C(=O)CSc2nnc(CNc3ccc(F)cc3)o2)cc1	101.0	-3.0	101.9	97.0	-10.4	100.0	-16.8	16.0	92.0	97.0	101.0
CCOc1cc(Br)ccc1S(=O)(=O)N1CC(C)OC(C)C1 (stereo not given)	99.0	0.0	98.4	101.0	-11.9	100.0	.	-1.6	98.0	101.0	102.0
O=C(Nc1nnc(Cc2c[nH]c3ccccc23)s1)c1ccc(Cl)cc1Cl	98.0	0.0	99.8	103.0	-12.7	98.0	5.8	7.1	100.0	100.0	103.0
N#CCCN(Cc1cccnc1)S(=O)(=O)c1ccc(S(=O)(=O)NC2CCCCC2)cc1	95.0	4.0	97.1	95.0	-17.7	96.0	.	-4.5	95.0	96.0	98.0
COc1ccc(CCNc2nc(-c3cccc(NC(C)=O)c3)cs2)cc1OC	104.0	-2.0	107.3	94.0	-18.9	97.0	0.6	22.9	93.0	95.0	95.0
COc1cc(CN(C)Cc2ccccc2)cc(OC)c1O	93.0	-7.0	107.2	99.0	-59.5	96.0	.	2.0	100.0	97.0	102.0
CCOC(=O)C(=CNc1cc(C)nn1-c1ccc(C)cc1)C(=O)OCC	100.0	0.0	101.5	106.0	-9.3	103.0	.	-16.1	101.0	105.0	107.0
CC(C)CC(=O)NN(C)c1nc(-c2ccccc2)nnc1C(F)(F)F	93.0	-2.0	108.9	95.0	10.3	95.0	.	14.0	94.0	94.0	97.0
CC(C#N)Sc1nnc(Nc2ccccc2)s1 (stereo not given)	94.0	0.0	100.0	100.0	-2.1	98.0	-38.2	-9.2	96.0	97.0	101.0
CCOC(=O)C1CCCN(c2cc(=O)n(Cc3ccc(F)cc3)c(=O)[nH]2)C1 (stereo not given)	103.0	-3.0	109.2	102.0	-14.5	100.0	.	8.8	98.0	104.0	107.0
CC(C)(C)c1cc(C(=O)NCc2ccccc2)ccn1	98.0	2.0	108.1	102.0	-20.5	101.0	-11.6	-5.5	101.0	102.0	101.0
COc1ccc(N2CCN(CCNC(=O)CCNS(=O)(=O)c3cccs3)CC2)cc1	98.0	1.0	102.3	100.0	-29.3	98.0	.	0.8	96.0	98.0	101.0
CCN(CC)CCCN1C(=O)C(O)=C(C(C)=O)C1c1cccc(OC)c1 (stereo not given)	99.0	15.0	106.0	99.0	-34.6	99.0	.	-2.0	96.0	100.0	102.0
CC(=O)N1CCN(C(=O)c2cccc(S(=O)(=O)Nc3ccc(C)cc3)c2)CC1	105.0	2.0	97.7	105.0	-28.0	104.0	.	4.7	101.0	104.0	102.0
CCOC(=O)N=S(=O)(Oc1ccc([N+](=O)[O-])cc1)c1ccc(Cl)cc1 (stereo not given)	99.0	0.0	100.1	103.0	1.3	98.0	.	10.1	98.0	101.0	107.0
Cc1ccc(-c2noc(CCC(=O)NCCCN3CCN(c4cccc(Cl)c4)CC3)n2)cc1	96.0	6.0	100.3	99.0	-20.9	97.0	.	19.0	101.0	99.0	103.0
C=CCn1c(SCc2c(C)noc2C)nc2ccccc2c1=O	100.0	-1.0	97.9	96.0	14.1	97.0	.	2.9	98.0	99.0	100.0
CCc1ccc(-c2nc(CN3CCCC(C(=O)O)C3)c(C)o2)cc1 (stereo not given)	101.0	-1.0	97.6	102.0	-4.3	101.0	.	19.1	100.0	102.0	103.0
Cc1cc(Nc2ccc(Cl)cc2)n(-c2cccc(Cl)c2)n1	99.0	-4.0	98.2	101.0	-15.3	98.0	6.2	-2.7	97.0	98.0	101.0
Cc1cc(C(F)F)n2nc(C(=O)Nc3cc(C)on3)nc2n1	102.0	-5.0	99.8	104.0	-8.1	100.0	10.8	13.2	102.0	102.0	108.0
C/C(=N\OC(=O)c1ccc(C)cc1)c1sc(C)nc1C	101.0	0.0	105.6	97.0	-3.4	98.0	11.7	7.9	95.0	100.0	99.0
C/C(=N\NC(=O)C1CC1)c1ccc(NC(=O)c2ccc(Br)o2)cc1	103.0	0.0	97.7	97.0	9.1	101.0	-6.8	0.2	96.0	100.0	102.0
COc1cccc(CN(C)C(=O)c2cccc(OC3CCN(C4CCCC4)CC3)c2)c1	97.0	-4.0	95.5	96.0	-8.9	95.0	20.2	11.5	96.0	96.0	97.0
COc1ccc(OCC(=O)N/N=C(\C)c2ccc(OC)cc2)cc1	98.0	-3.0	99.1	103.0	-17.8	96.0	-12.7	-7.7	99.0	97.0	99.0
COc1ccc(C(=O)/C=C/c2cn(CC(O)CN3CCOCC3)c3ccccc23)cc1 (stereo not given)	95.0	-4.0	97.3	96.0	-42.2	97.0	.	-16.6	98.0	98.0	102.0
COc1ccc(C(=O)NC(=S)Nc2cc3oc4ccccc4c3cc2OC)cc1	95.0	2.0	122.0	96.0	-10.7	95.0	.	-2.4	96.0	95.0	98.0
CC[C@H](C)[C@H](NS(=O)(=O)c1ccc(C)cc1)C(=O)N1CCC(C(=O)N[C@H](C(=O)O)C(C)C)CC1	99.0	-1.0	100.9	102.0	0.3	101.0	.	14.7	100.0	102.0	100.0
COc1ccc(C)cc1NC(=O)c1ccc(S(=O)(=O)N2CCOCC2)cc1	97.0	4.0	103.0	100.0	-19.7	100.0	16.0	-12.2	97.0	100.0	100.0
Cc1ccc(Cl)cc1NC(=O)COC(=O)C1CCCCC1	101.0	-5.0	100.6	97.0	-10.8	100.0	.	29.2	100.0	102.0	109.0
CC1(C)CC(=O)C(C(C2=C(O)CC(C)(C)CC2=O)c2ccc([N+](=O)[O-])cc2)C(=O)C1 (stereo not given)	101.0	-2.0	96.7	99.0	-4.0	97.0	-1.5	7.2	99.0	99.0	100.0
COc1cc2[nH]c(-c3ccc(C)cc3)cc(=O)c2cc1OC	91.0	-2.0	104.3	101.0	18.6	98.0	27.1	2.7	97.0	96.0	103.0
CCCOc1cccc(NC(=O)c2c(-c3ccccc3)noc2C)c1	98.0	0.0	94.3	97.0	-15.4	98.0	.	17.9	99.0	97.0	96.0
CN(C)S(=O)(=O)Oc1ccc(C(=O)Nc2cccc(Cl)c2)cc1	102.0	-2.0	104.1	93.0	-20.6	98.0	18.3	-0.9	95.0	101.0	100.0
O=C(NC1CCCC1)C(=O)N(c1ccccc1F)C(C(=O)NCC1CCCO1)c1cccs1 (stereo not given)	103.0	1.0	101.1	99.0	-10.3	101.0	-30.3	-0.6	94.0	100.0	99.0
Cc1cc(/C=C2/NC(=O)N(Cc3ccccc3F)C2=O)c(C)n1C(C)C	96.0	0.0	101.1	102.0	-1.1	99.0	-6.8	11.9	97.0	98.0	100.0
CCC(CC)NC(=O)COC(=O)CCC(=O)c1cccs1	95.0	-1.0	102.5	104.0	10.6	99.0	2.4	2.5	98.0	99.0	102.0
COc1cc2c(cc1OC)-c1cc(Nc3ccc4c(c3)OCCO4)nc(=O)n1CC2	92.0	11.0	99.0	86.0	-40.0	87.0	8.3	21.7	88.0	90.0	82.0
COc1ccc(-c2nn(C)c3sc(C(=O)N4CCOCC4)cc23)cc1OC	97.0	0.0	99.2	102.0	-4.7	99.0	.	5.2	99.0	99.0	100.0
O=C(COC(=O)C1CCCCC1)NCCc1ccccc1	101.0	-3.0	98.7	102.0	2.0	98.0	-3.7	-3.1	100.0	100.0	103.0
CC(=O)c1cccc(NC(=O)CCNS(=O)(=O)c2cccc3nsnc23)c1	101.0	4.0	98.4	103.0	-13.9	102.0	.	-4.5	101.0	103.0	108.0
Cc1ccc2oc(=O)n(CCOc3ccccc3)c2c1	93.0	-1.0	103.5	98.0	-14.1	94.0	4.5	6.5	96.0	94.0	101.0
COc1ccc(Cl)cc1S(=O)(=O)N1CCN=C1C	96.0	0.0	103.0	102.0	1.0	98.0	.	14.3	96.0	98.0	101.0
C/C(=N\NC(=O)c1cc(C)oc1C)c1ccc(N2CCOCC2)cc1	?	-2.0	100.8	?	-48.3	?	1.7	11.1	?	?	?
Cc1oc(-c2ccccc2F)nc1CS(=O)(=O)CC(=O)NCCN(C)C1CCCCC1	102.0	0.0	106.3	105.0	-21.3	103.0	.	17.9	99.0	101.0	104.0
CC(C)COc1ccc(Cc2cnc(N)nc2N)cc1	99.0	0.0	98.0	99.0	-10.3	98.0	.	7.9	98.0	99.0	102.0
C=CCn1c(SCC(N)=O)nc(C)cc1=O	99.0	-1.0	100.0	106.0	2.9	100.0	0.0	-12.6	102.0	100.0	106.0
CCOC(=O)N1CCC(n2c(SCC(=O)NCc3ccccc3)nc3ccccc3c2=O)CC1	100.0	-1.0	101.2	100.0	-5.6	101.0	-14.1	2.7	102.0	100.0	105.0
CC1(c2ccc3noc(-c4ccc(F)cc4)c3c2)OCCO1	100.0	7.0	98.9	104.0	-14.9	103.0	.	-10.0	103.0	104.0	110.0
CN(c1ccc(C(=O)Nc2ccc(CC#N)cc2)cc1)S(C)(=O)=O	97.0	-3.0	98.1	96.0	-5.4	100.0	-2.8	18.8	98.0	100.0	99.0
Cc1nc(Oc2cccc(Cl)c2)c2oc3ccccc3c2n1	99.0	-2.0	100.9	104.0	-17.4	100.0	.	-6.8	99.0	101.0	107.0
O=C(c1ccc(Cl)c(F)c1F)N1CCOCC1	100.0	-4.0	100.2	102.0	-22.4	101.0	-23.6	12.3	99.0	100.0	102.0
